# Y pestis TopoI: inhibitors of Yersinia pestis topoisomerase I. actives 0.064% (n = 360,000). AID 504884. activity, % at 10 µM. Y. pestis Topo-I cleavage product accumulation, plate reader; in the data active means activity above about 50%, passing the limit was not always enough; further: inactives centre near 2
# Mtb FBA inh: inhibitors of M. tuberculosis fructose-bisphosphate aldolase. actives 2.3% (n = 360,000). inhibition, % at 1 µM. purified M. tuberculosis FBA, fluorescence read-out; in the data active means inhibition above about 27%;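 further: 0% = vehicle and 100% = reference inhibitor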
# FadD28 binding: inhibitors of Mycobacterium tuberculosis FadD28 bisubstrate binding. FadD28 bisubstrate probe binding, fluorescence polarization. inhibition, % at 12.5 µM. actives 0.22% (n = 360,000); in the data active means inhibition above about 8.5%, passing the limit was not always enough
# GDH-TPI counter: counter-screen for M. tuberculosis FBA inhibitors: GDH-TPI coupled enzymes. GDH-TPI coupled enzyme counterscreen, NADH absorbance. inhibition, % at 4.8 µM. actives 1.2% (n = 360,000). AID 588335; in the data active means inhibition above about 30%;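 further: 0% = DMSO wells and 100% = wells lacking the enzyme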
# TcdB inh: inhibitors of Clostridioides difficile toxin B glycohydrolase; TcdB glycohydrolase enzymatic assay, plate reader; inhibition, % at 9.99 µM; actives 0.24% (n = 350,000); AID 652162; in the data active means inhibition above about 10%
# PfHsp40 rescue: restores yeast growth despite PfHsp40 toxicity. S. cerevisiae expressing PfHsp40, growth rescue, ATP luminescence. growth rescue, % at 12.5 µM. actives 0.68% (n = 340,000); in the data active means growth rescue above about 28%, passing the limit was not always enough;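 further: yeast W303a lacking pdr1 and pdr3 grown in galactose medium; growth measured after three days at 30 °C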
# BioA inh: inhibitors of Mycobacterium tuberculosis BioA enzyme; purified M. tuberculosis BioA enzyme, plate reader; inhibition, % at 9.99 µM; actives 0.096% (n = 360,000); AID 602481; in the data active means inhibition above about 40%
# BH1578 lux ind: quorum light induction in luxS cqsA deficient V. cholerae; V. cholerae BH1578 lux reporter, luminescence, 6 h; actives 0.16% (n = 350,000); activation, % at 18.7 µM; AID 588436; in the data active means activation mostly above about 9.7%, no sharp cut-off; further: not every result past the cut was called active; inactives centre near 0; reference of the scale not given here
# UGM FP inh: Mtb UDP-galactopyranose mutase inhibition | P9WIQ1 | purified UGM, fluorescence polarization probe displacement | inhibition, % at 10 µM | actives 0.06% (n = 320,000) | AID 504406; in the data active means inhibition above about 10%, passing the limit was not always enough
# * = called active by the depositor; i = inactive; / = no result given. An unsorted share of the library (roughly 4.6% active in at least one column).
SMILES,Y pestis TopoI,Mtb FBA inh,FadD28 binding,GDH-TPI counter,TcdB inh,PfHsp40 rescue,BioA inh,BH1578 lux ind,UGM FP inh
CSc1c(-c2ccccc2)nc2ccc(Cl)cc2c1C(=O)O,4,-4,0.1,17,/,0.2,-1.5,-0.3,2.3
CC(=O)c1cccc(N(C(=O)Cn2nnc3ccccc32)C(C(=O)NC2CCCCC2)c2cn(C)nc2C)c1 (configuration not stated),17,1,-0.6,3,0.6,-0.5,/,i,0.0
Cc1c(NC(=O)COC(=O)C2(c3ccc(F)cc3)CCCC2)c(=O)n(-c2ccccc2)n1C,8,-1,-3.5,1,1.3,-1.0,/,0.6,3.5
NNC(=O)c1nc[nH]c1C(=O)Nc1ccc(Cl)cc1C(=O)c1ccccc1,11,-1,-2.0,16,0.0,0.8,0.8,-1.0,-5.1
O=c1c2ccccc2nnn1CSc1nc2ccccc2[nH]1,9,0,0.1,1,/,-0.1,/,-0.3,0.5
COC(=O)c1cccc(-c2ccc(/C=N/N3C(=O)C4C5C=CC(C6CC56)C4C3=O)o2)c1 (configuration not stated),6,0,2.2,8,-0.2,-0.1,/,i,1.6
Cc1ccc(-c2csc(N/N=C/c3ccco3)n2)cc1,-27,-2,-1.0,17,/,-0.4,-1.8,-0.2,1.5
COc1ccc(CNC(=O)/C=C/[C@H]2O[C@@H](n3cnc4c(NC(=O)c5ccccc5)ncnc43)[C@H](O)[C@@H]2O)cc1,/,2,-1.0,/,0.8,/,-0.6,/,/
CCOC(=O)c1cc(NC(=O)N(C)C2CCCCC2)c(C)nc1C,6,0,-0.2,2,1.9,-1.3,0.5,-0.4,2.1
COc1ccc(-c2nnc(-c3ccc4ccccc4c3)o2)cc1,8,14,-1.0,11,0.5,0.6,1.4,1.7,/
CC(NC(=O)c1c(O)c2ccccc2[nH]c1=O)c1ccccc1 (configuration not stated),3,4,-2.1,6,4.3,23,-1.9,0.6,-1.2
Cc1ccc2c(c1)C1C[N+](C)(CC(=O)c3ccccc3)CCC1N2C(=O)c1ccccc1Cl (configuration not stated),-5,0,-2.8,-9,1.4,1.8,3.4,i,-1.0
CCCCNC(=S)NNC(=O)c1ccc2c(c1)OCO2,4,0,1.5,4,-2.0,-1.0,/,-0.5,0.7
Nc1nonc1C(=O)N1CCCCC1,6,-2,-2.7,-5,0.2,-0.8,-1.4,-0.4,-1.8
Cc1c2cnccc2c(C)c2c1oc1ccccc12,7,43*,-0.8,3,1.0,4.6,/,1.0,/
CCOC(=O)c1c(NC(=O)CSc2ncnc3[nH]ncc23)sc2c1CCC(C)C2 (configuration not stated),-3,5,0.0,-3,0.8,-0.6,1.8,i,-1.5
COc1cccc(-n2cc(C(=O)O)c3ccccc3c2=O)c1,1,1,-3.6,3,/,5.4,-1.0,-10,0.9
O=C(CSc1ncnc2c1cnn2-c1ccc(Cl)cc1)NCc1ccc2c(c1)OCO2,11,0,-4.5,3,/,-1.0,0.5,-0.4,-2.3
Brc1nnc2n1-c1ccccc1Sc1ccccc1-2,28,1,-1.7,-6,/,0.2,0.4,-7.7,0.0
Cc1ccc(Nc2nc(N)nc(CSCCO)n2)cc1,-3,3,-1.6,-3,/,0.2,1.6,1.7,-0.2
Cc1ccc(SCC(=O)NC(C)c2ccccc2)cc1 (configuration not stated),6,-2,-3.3,-7,-0.5,2.2,-1.4,-0.4,1.1
COc1ccc(-c2nc(-c3cccc(C)c3)[nH]c(=O)c2C#N)cc1,-1,2,-3.6,-4,/,1.1,0.5,5.0,0.7
Cc1ccc(NS(=O)(=O)c2cc(C(=O)NCc3ccccn3)ccc2Cl)cc1C,3,4,-2.8,1,/,-0.7,1.2,1.8,2.4
OCCC1CN(Cc2ccccc2O)CCN1CCc1ccccc1 (configuration not stated),-6,4,1.1,8,0.6,-0.4,/,-0.2,-1.8
Cc1ccc2c(c1)sc1nc(=O)n(-c3ccc(Cl)cc3)c(=O)n12,13,0,-3.6,-13,/,-0.9,/,5.3,-1.5
CCN(CC)C(=O)c1c(C)nc2ccccn12,-2,1,-1.0,2,/,0.1,-0.2,i,-0.2
COC(=O)c1cc2c(cc1NC(=O)CSCCc1ccccn1)OCO2,15,-1,0.1,-1,/,3.0,/,i,0.1
Cc1nnc(N(C)C(=O)Cc2ccc3c(c2)OCO3)s1,6,2,0.8,8,/,0.9,-1.7,-14,-2.8
O=c1c2ccccc2n(Cc2ccc(Cl)cc2)c(=O)n1Cc1ccco1,13,0,-5.0,1,/,-0.7,-0.6,-0.4,0.4
O=C(OCCOc1cccc(Cl)c1)c1ccc(F)c(S(=O)(=O)N2CCOCC2)c1,42,-2,1.3,-5,1.4,5.1,0.2,-1.4,-0.3

# Reformatted field by field: part of the list above.
> CCN(CC)C(=O)c1c(C)nc2ccccn12
  Y pestis TopoI: -2 | Mtb FBA inh: 1 | FadD28 binding: -1.0 | GDH-TPI counter: 2 | TcdB inh: / | PfHsp40 rescue: 0.1 | BioA inh: -0.2 | BH1578 lux ind: i | UGM FP inh: -0.2

> COC(=O)c1cc2c(cc1NC(=O)CSCCc1ccccn1)OCO2
  Y pestis TopoI: 15 | Mtb FBA inh: -1 | FadD28 binding: 0.1 | GDH-TPI counter: -1 | TcdB inh: / | PfHsp40 rescue: 3.0 | BioA inh: / | BH1578 lux ind: i | UGM FP inh: 0.1

> Cc1nnc(N(C)C(=O)Cc2ccc3c(c2)OCO3)s1
  Y pestis TopoI: 6 | Mtb FBA inh: 2 | FadD28 binding: 0.8 | GDH-TPI counter: 8 | TcdB inh: / | PfHsp40 rescue: 0.9 | BioA inh: -1.7 | BH1578 lux ind: -14 | UGM FP inh: -2.8

> O=c1c2ccccc2n(Cc2ccc(Cl)cc2)c(=O)n1Cc1ccco1
  Y pestis TopoI: 13 | Mtb FBA inh: 0 | FadD28 binding: -5.0 | GDH-TPI counter: 1 | TcdB inh: / | PfHsp40 rescue: -0.7 | BioA inh: -0.6 | BH1578 lux ind: -0.4 | UGM FP inh: 0.4

# Next records:
SMILES,Y pestis TopoI,Mtb FBA inh,FadD28 binding,GDH-TPI counter,TcdB inh,PfHsp40 rescue,BioA inh,BH1578 lux ind,UGM FP inh
CCOc1ccc2ccccc2c1/C=N/NC(=O)c1ccncc1,20,1,-1.2,21,11*,-0.5,-0.6,i,-3.9
CCc1ccc(N2C(=O)CN(Cc3ccccc3)C2=S)cc1,8,-1,-2.3,-8,0.2,0.8,-1.2,i,1.3
COc1ccc(CC(=O)c2ccc(OC)c(OC)c2C)cc1OC,2,1,-5.2,10,-2.7,21,3.2,-0.2,-3.7
COc1ccc(CNc2nc(NCc3ccc(OC)cc3)c3ncn(C4CCCC4)c3n2)cc1,9,0,-1.2,-5,/,1.7,-0.2,0.3,0.5
CC(C)COC(=O)N1CCCCC1c1cc(C(=O)NCc2cccnc2)no1 (configuration not stated),-2,-1,-2.7,4,-0.2,/,0.9,0.1,/
Cc1cc2c(SCC(=O)N3CCN(c4ccccc4)CC3)ncnc2s1,6,3,-1.0,0,0.2,0.6,/,i,/
Cc1cccn2c(CN(C)CC3Cc4ccccc4O3)c(C(=O)N3CCCCC3)nc12 (configuration not stated),13,1,-4.2,-3,0.0,-0.5,1.4,2.3,/
COc1cc(S(=O)(=O)NC2CCCC2)c(OC)cc1Cl,-3,2,-1.7,-9,/,0.0,6.1,-0.5,3.3
Nc1nc(-c2cccnc2)nn1C(=O)COc1ccccc1,-5,-7,-2.0,1,/,-0.4,4.1,i,-0.4
COC(C(=O)Nc1ccnn1C1CCN(Cc2ccc(CO)o2)CC1)c1ccccc1 (configuration not stated),-1,-3,-0.7,2,2.1,-0.7,-0.9,i,1.0
Cc1cc2cc(C(c3nnnn3C(C)(C)C)N(Cc3ccco3)CC3CCCO3)c(=O)[nH]c2cc1C (configuration not stated),6,7,-3.1,2,/,0.1,-1.0,/,3.4
Cc1ccc(C)c(SCC(=O)OCC(=O)NCCNC(=O)COC(=O)CSc2cc(C)ccc2C)c1,22,3,0.9,1,0.9,1.4,/,i,-0.5
O=C(NCc1ccccc1)C1CCCN(S(=O)(=O)c2cccc3nsnc23)C1 (configuration not stated),2,-1,0.4,4,1.9,-0.7,4.3,-0.4,-0.1
Cc1cccc(C)c1C(OCCN(C)C)C1CCCCC1 (configuration not stated),0,0,-0.6,2,/,-0.2,-1.2,-0.1,0.8
CC1(C(=O)Nc2ccc3c(c2)OCO3)Cc2c(-c3ccccc3)ccnc2O1 (configuration not stated),0,0,0.4,7,0.6,/,3.3,0.7,/
COc1ccc(OC)c(NC(=S)NN2CCN(C)CC2)c1,-10,5,-1.5,-4,/,-0.2,0.8,0.3,1.1
O=C(Nc1cccc(S(=O)(=O)N2CCOCC2)c1)C1CC(=O)N(c2ccc3c(c2)OCCO3)C1 (configuration not stated),13,3,0.2,7,1.3,0.0,1.1,3.2,1.0
CCOC(=O)C(=CNc1ccccc1N1CCOCC1)C(=O)OCC,11,-1,0.8,50*,2.2,1.7,0.2,i,-1.3
Cc1nc2cc(NC(=O)Nc3nccs3)ccc2n1C,2,0,-1.4,-2,/,-1.1,-1.0,i,-0.8
COc1ccc(-c2nc3ccc(C(=O)NCC(OC)OC)cc3nc2-c2ccc(OC)cc2)cc1,12,0,-4.0,6,-1.3,1.0,/,-0.5,-2.6
Cc1cc2c(c(=O)n1C)C(C(C)C)C(C#N)=C(N)O2 (configuration not stated),-6,2,-1.7,5,/,-0.8,-0.6,0.1,-0.4
C=C(C)CSc1nnc2n(N)c(=O)c3ccccc3n12,-2,1,-0.4,6,/,-1.1,/,-0.4,0.0
O=C(NCCc1c[nH]c2ccc(Cl)cc12)c1cccnc1,-3,-2,-1.4,5,1.8,-0.2,4.7,1.8,1.1
COc1ccc(-c2csc(N(CCCN(C)C)C(=O)c3ccc(C)cc3)n2)cc1,-5,-1,-6.0,6,-1.3,-1.2,4.1,-0.1,-2.2
COc1cc(C(=O)NC(=S)Nc2ccc3ccccc3c2)cc(OC)c1OC,24,-2,-4.8,5,3.7,/,-0.2,-0.3,/
COc1cc(C)ccc1S(=O)(=O)N1CCCCCC1,9,1,-7.2,-10,1.0,-0.4,/,-0.3,2.4
CN(C)CCN1CCc2ccccc21,-16,0,2.4,7,/,-0.9,-3.5,2.9,1.1
CCOc1ccc(N(CC(=O)NCCc2ccc(Cl)cc2)S(=O)(=O)c2c(C)[nH]c(=O)[nH]c2=O)cc1,16,0,-4.6,-4,-3.5,0.9,-1.7,i,0.1
COc1ccc2c(c1)[C@H]1[C@H](CO2)[C@H](c2ccccc2)[C@]2(C)C(=O)Nc3cc(Cl)ccc3C(=O)N12,23,1,-3.2,11,/,13,0.8,i,0.2
COc1ccc(NC(=O)Cn2cccc2)cc1Cl,2,3,-1.1,-4,6.2,0.3,0.8,-0.4,-4.8
Cc1ccccc1-n1c(C)cc(/C=C2\NC(=O)NC2=O)c1C,14,0,1.3,33*,/,2.0,-2.1,12,0.7
COc1cccc(C2(O)CCN(CC(=O)NCC3CC3)CC2)c1,1,1,-0.3,-6,1.2,0.6,-0.3,i,-2.5
CCCOc1ccc(-c2c(=O)n(OCC(=O)OCC)c3ccccc3[n+]2[O-])cc1,-5,2,1.8,-4,1.6,-0.9,-1.8,i,0.5
CCCCOc1ccc(-c2n[nH]c(=S)n2Cc2ccccc2)cc1,38,6,0.2,5,1.5,1.9,-0.8,-0.5,0.6
CSCc1c(C(=O)N2CCCc3ccccc32)oc2ccccc12,31,-1,/,-1,3.0,2.1,-0.3,-2.6,-3.9
O=C(N/N=C/c1ccco1)c1cc(-c2ccccc2)n[nH]1,4,-2,-7.4,16,-1.0,1.9,1.5,-1.2,0.2
N#CCCNC(=O)Cn1c(COc2ccc(Cl)cc2)nc2ccccc21,-1,3,-0.1,8,0.1,-1.2,-2.5,-0.2,0.2
O=C(OCC(=O)N1CCc2ccccc21)c1cccnc1,0,2,0.7,2,/,-0.2,4.1,-0.3,1.7
CCCCOc1ccc(CN2CCSCC2)cc1,8,-1,0.0,4,0.2,0.1,0.3,-0.4,1.7
COc1ccc(-c2csc(NC(=O)c3cc(=O)c4ccccc4o3)n2)cc1OC,1,-3,-0.3,5,0.4,-1.2,-0.8,-1.2,-0.1
COC(=O)C1=C(C)N(c2ccc(S(N)(=O)=O)cc2)C(=O)C1,-4,-1,-2.0,9,/,-0.1,-0.1,-0.5,1.0

# Limited to PfHsp40 rescue and TcdB inh, for some of the entries so far:
Compound | PfHsp40 rescue | TcdB inh
Cc1ccccc1-n1c(C)cc(/C=C2\NC(=O)NC2=O)c1C | 2.0 | /
COc1ccc(-c2csc(NC(=O)c3cc(=O)c4ccccc4o3)n2)cc1OC | -1.2 | 0.4

# Source: PubChem
